# LDHA inh = blocks human lactate dehydrogenase A. P00338. purified LDHA, NADH/diaphorase-resazurin fluorescence; hits give low values. activity change, % (values are at about 110 or 230 µM). 480,000 tested, 0.15% active; in the data active = activity change below about -30%; inconclusive = mostly about -25% to -30%;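 also: plate controls were DMSO wells for no effect and wells without enzyme for full effect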
#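 Human LDH5 at 2 nM final in Tris HCl pH 7.4 with 0.06 mM NADH and 0.2 mM pyruvate, reacted 5 minutes at room temperature. Remaining NADH coupled via diaphorase/resazurin; resorufin fluorescence read at 0 and 20 minutes, normalized to enzyme-free and DMSO wells.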
# Vif-A3G inh = Vif-A3G binding inhibition; Q9HC16; Potency, µM (doses to about 46.1 µM), for the others: at the top dose activity, negative = active, usual class: inhibitors; 410,000 tested, 0.076% active; HeLa A3G-eYFP + Vif (tagged APOBEC3G with the HIV-1 protein that degrades it), YFP fluorescence, overnight;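 also: potency is read from the fitted curve at half-maximal effect; % is scaled to controls: 0 for no effect and ±100 for the full control effect; nearly all actives have a fitted effect of over 60% in size; hits raise eYFP signal because A3G escapes Vif-driven loss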
# Target sequence (Q9HC16 whole entry, looked up): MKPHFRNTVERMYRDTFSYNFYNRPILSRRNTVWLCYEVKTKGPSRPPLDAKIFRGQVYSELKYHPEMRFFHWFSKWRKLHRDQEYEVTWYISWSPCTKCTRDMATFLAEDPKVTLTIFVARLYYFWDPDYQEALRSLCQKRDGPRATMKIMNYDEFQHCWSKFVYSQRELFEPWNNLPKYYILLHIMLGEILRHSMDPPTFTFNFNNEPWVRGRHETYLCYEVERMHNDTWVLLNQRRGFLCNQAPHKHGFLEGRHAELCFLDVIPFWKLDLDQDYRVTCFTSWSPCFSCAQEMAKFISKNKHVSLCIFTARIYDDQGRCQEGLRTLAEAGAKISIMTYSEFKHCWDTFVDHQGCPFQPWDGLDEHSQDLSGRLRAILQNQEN
#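 HeLa cells stably expressing Vif and C-terminally eYFP-tagged A3G, seeded overnight at 37 deg C, then exposed to compound by pintool overnight at 37 deg C. Rise in yellow fluorescence (Ex 488/Em 500-530, Acumen) marks blocked Vif-driven A3G degradation.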
# ALOX12 inh = inhibitors of human 12S-lipoxygenase ALOX12. purified 12hLO, xylenol orange hydroperoxide absorbance. 580,000 tested, 1.1% active. P18054. Potency, µM (highest dose often 108 µM), for inactives: at the top dose activity change, negative = inhibition, hits mostly inhibitors. AID 1671190; also: potency is read from the fitted curve at half-maximal effect; % is scaled to controls: 0 for no effect and ±100 for the full control effect
#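 Hydroperoxide product was detected by ferrous iron/xylenol orange as the 573 to 405 nm absorbance ratio. Arachidonic acid at 40 uM (final) was turned over for 30 min at room temperature by 150 nM human 12hLO, pH 7.0 Hepes buffer, after 15 min compound preincubation.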
# RGS4 inh = human RGS4 inhibition. Potency, µM (highest dose often 114 µM), inactives show at the highest dose activity change, negative = inhibition, usual class: inhibitors. Transcreener GDP fluorescence polarization, RGS4-accelerated GTP hydrolysis. AID 504845. 390,000 tested, 0.039% active. P49798; also: potency is read from the fitted curve at half-maximal effect; % is scaled to controls: 0 for no effect and ±100 for the full control effect; nearly all actives have a fitted effect of over 75% in size; some results filed as inactive show a strong effect at the top dose
# Target sequence (P49798 whole entry, looked up): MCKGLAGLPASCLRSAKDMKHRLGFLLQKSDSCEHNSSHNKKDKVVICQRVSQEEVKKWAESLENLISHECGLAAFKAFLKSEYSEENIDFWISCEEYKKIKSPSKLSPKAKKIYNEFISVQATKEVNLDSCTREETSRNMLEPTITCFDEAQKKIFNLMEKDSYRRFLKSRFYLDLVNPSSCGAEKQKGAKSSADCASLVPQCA
#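 MLSMR compounds (23 nl, pin-transferred) preincubated 10 min at room temperature with a 500nM (2x) first reagent, then RGS4 at 900nM (2x) plus Transcreener GDP mix added; fluorescence polarization (620/688 nm) read before and after 90 min at 30 °C.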
# ERG-DNA inh = inhibitors of human ERG Ets domain-DNA interaction | P11308 | fluorescence polarization, His-ERG Ets domain / labelled DNA | Potency, µM (doses to about 76.9 µM), for inactives: at the highest dose FP activity, negative = inhibition, most hits filed as inhibitors | 370,000 tested, 0.028% active | AID 624246; active = well fitted inhibition curve with a large enough effect in the polarisation, with a control signal flat; inconclusive = small, poorly fitted or top-dose-only effect, or effect the other way, or a change in a side signal; inactive = no such curve, though single readings can be large or run the other way; the % refers to the polarisation;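 also: polarization taken with two DNA probes labelled with fluorescein and Texas red; potency is read from the fitted curve at half-maximal effect; % of control where 0% means no effect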
#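 His-tagged ERG Ets domain (1 uM in the protein solution; 300mM KCl, 50mM Tris-HCl, 1mM EDTA, 1mM DTT, pH 7.5) received compound, then a probe mix of 5 nM fluorescein-DNA and 100nM Texas-615-DNA. Fluorescence polarization was read for both dyes.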
# D2 antagonist = D2 dopamine receptor (human) antagonism. P14416. HEK293 TREx D2 cells, calcium flux, dopamine EC80. inhibition, % at 10 µM. 340,000 tested, 2% active. AID 485344; in the data active = inhibition above about 30%; also: 0% is about no effect
# Target sequence (P14416 whole entry, looked up): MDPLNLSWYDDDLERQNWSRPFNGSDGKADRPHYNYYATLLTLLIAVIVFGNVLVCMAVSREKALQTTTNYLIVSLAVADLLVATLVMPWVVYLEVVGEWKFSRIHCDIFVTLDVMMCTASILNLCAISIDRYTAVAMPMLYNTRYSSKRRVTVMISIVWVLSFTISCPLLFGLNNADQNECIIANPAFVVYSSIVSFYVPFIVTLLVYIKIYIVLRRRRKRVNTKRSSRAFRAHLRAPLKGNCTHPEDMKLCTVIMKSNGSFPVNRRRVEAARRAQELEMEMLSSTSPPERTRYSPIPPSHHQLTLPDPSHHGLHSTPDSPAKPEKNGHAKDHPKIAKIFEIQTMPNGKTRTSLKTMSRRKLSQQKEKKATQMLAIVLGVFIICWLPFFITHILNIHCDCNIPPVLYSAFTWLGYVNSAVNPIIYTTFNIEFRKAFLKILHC
#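 Cells plated overnight at 30 C with tetracycline; no-wash calcium dye, 30–90 min RT; 10 s baseline; compound pinned; 180 s read; EC80 dopamine added; another 180 s read.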
# Vif-A3F inh = inhibitors of Vif-A3F interaction | HeLa A3F-eYFP + Vif (tagged APOBEC3F with the HIV-1 protein that degrades it), YFP fluorescence increase | Potency, µM (titrated, usually from 46.1 µM), without a hit: top-dose activity, negative = active | 390,000 tested, 0.2% active | AID 602313; also: potency is read from the fitted curve at half-maximal effect; % of control where 0% means no effect; nearly all actives have a fitted effect of over 65% in size
#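 HeLa cells stably expressing Vif plus C-terminally eYFP-tagged A3F were seeded, incubated overnight at 37 deg C, dosed with compound, incubated overnight again at 37 deg C. Yellow fluorescence (Ex 488/Em 500-530) reported blocked Vif-mediated A3F-eYFP degradation.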
# D2 ag = activates the human D2 dopamine receptor | P14416 | activation, % at 2 µM | 340,000 tested, 0.53% active | HEK293 T-REx D2 cells, calcium flux agonist mode;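 active = activation over 3 SD above normal in the single-dose calcium agonist read, cut at about 30% in these data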; also: 0% is about no effect
#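 Tetracycline-induced HEK293 Trex cells with D2 receptor force-coupled to calcium signaling, plated overnight at 30 C and loaded with no-wash calcium dye. Calcium flux read kinetically for 180 s after compound addition; responses flag agonists.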
# Glioma ERSR ind = inducers of ER stress response in human glioma cells | U87-MG GRP78 promoter luciferase reporter, 16 h | Potency, µM, for inactives: at the highest dose activation, actives largely listed as activators | 420,000 tested, 0.02% active | AID 602332; also: potency is read from the fitted curve at half-maximal effect; series mostly up to about 76 µM; % of control where 0% means no effect; nearly all actives have a fitted effect of over 35% in size
#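 Stably transfected U87-MG glioma cells carrying a GRP78-based luciferase sensor; 16 h compound incubation. Luminescence end-point read 10 min after Bright-Glo addition at room temperature.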
# Starred values were filed as active, the others as inactive; ? = inconclusive; nt = no result given; & = joins results of further samples; [ ] = another dose, or the depositor's remark. Unless noted, calls follow the shape of the dose curve; as a rule, active = well fitted curve in the direction sought with a large enough effect; inconclusive = small, poorly fitted or top-dose-only effect, or another doubt; inactive = no such curve, though single readings can be large; an effect the other way counts as inactive or inconclusive. This is a subset, so the mix of outcomes need not match the whole.
# Every second line gives: LDHA inh	Vif-A3G inh	ALOX12 inh	RGS4 inh	ERG-DNA inh	D2 antagonist	Vif-A3F inh	D2 ag	Glioma ERSR ind
CCCCOc1ccc(NC(=S)Nc2cc(C)nc(SCCCC)n2)cc1
  2	0%	-2%	-1%	2%	20	0%	0.1	-1%
Cc1cc(NC(=O)CSc2nnc3ccccn23)no1
  -6	4%	-25%	8%	-7%	-1	-8%	-0.1	-3%
Cc1cc2oc(=O)cc(CN3CCN(S(=O)(=O)c4cccs4)CC3)c2cc1C(C)C
  -3	-1%	-10%	-4%	-5%	nt	?	nt	-4%
Cc1nnc(SCc2cc(=O)n3c(C)cccc3n2)s1
  2	5%	-13%	-26%	-1%	nt	1%	0.4	-2%
Cc1ccc(N=C2NC(=O)CS2)c(C)c1
  -2	3%	-26%	-46%	-1%	-14	0%	-0.4	-3%
Cc1ccc(S(=O)(=O)Nc2nccs2)cc1[N+](=O)[O-]
  -2	-3%	-22%	-7%	-16%	12	-25%	0.5	-5%
O=[N+]([O-])c1cccnc1SCc1c(F)cccc1Cl
  1	-1%	?	-4%	-14%	-14	-2%	2.0	-1%
Cc1ccc(C)c(NC(=O)c2cccc(Oc3ccc([N+](=O)[O-])cc3Cl)c2)c1
  0	-10%	-6%	1%	-12%	0	-4%	0.1	-3%
O=C(NCc1ccccc1Cl)C1=CC=CN2CCS(=O)(=O)N=C12
  -11	0%	0%	0%	17%	-15	1%	0.1	0%
CCOc1cc(/C=C/C(=O)NCCc2ccc(S(N)(=O)=O)cc2)ccc1OCC(C)C
  1	-1%	-8%	14%	-3%	-37	2%	0.1	-1%
CCOC(=O)C(=Cc1ccccc1OC)C(=O)OCC
  -1	?	-9%	-6%	10%	-49	1%	-2.4	-14%
Cc1nnsc1S(=O)c1ccc(Br)cc1 (stereo not drawn)
  -1	-14%	7%	-17%	-1%	4	0%	0.2	-9%
O=C1CC(c2ccccc2)Sc2nc(-c3ccccc3)c(-c3ccccc3)n21 (stereo not drawn)
  -2	1%	21%	-32%	19%	-3	-15%	-0.2	-3%
CCn1cc(C(=O)O)c(=O)c2cnc(N3CCN(C(=S)NC(=O)c4ccc(F)c(F)c4)CC3)nc21
  10	-1%	-2%	17%	17%	4	1%	0.8	-4%
CCOC(=O)c1ccccc1NC(=S)N1CCC(C(N)=O)CC1
  0	2%	8%	11%	6%	9	-19%	0.4	2%
CCOC(=O)c1cc(S(=O)(=O)NCc2ccc3c(c2)OCO3)cn1C
  1	4%	5%	-3%	-6%	-3	4%	0.4	-3%
O=C(CCCN1CCC(C(=O)c2ccc(F)cc2)CC1)c1ccc(F)cc1
  -12	4%	0%	5%	-3%	71*	1%	-3.0	-2%&-4%
COc1cc(NC(=O)c2ccccc2)c(OC)cc1NC(=O)CN1CCCCC1
  0	0%	0%	34%	-3%	-4	-5%	-1.0	-3%
CCCCNC(=S)NNC(=O)c1ccc(Br)o1
  -6	0%	22%	5%	1%	6	4%	1.9	2%
CC(C)N(CCc1ccncc1)C(=S)Nc1cccc(Cl)c1
  -3	-6%	-18%	-3%	22%	7	-4%	-0.4	16%
O=c1cc(-c2ccsc2)oc2cc(-c3ccc4c(c3)OCO4)ccc12
  -2	2%	?	-26%	-25%	nt	-4%	nt	-2%
CN1OC[C@@H]2CN(C(=O)CCc3ccccc3)[C@H](c3cccc(-c4ccc(C#N)cc4)c3)C[C@@H]21
  4	-5%	14%	5%	5%	nt	4%	nt	4%
CN(C(=O)C1CCC(=O)N(CCc2ccc(Cl)cc2)C1)C1CCOCC1 (stereo not drawn)
  -2	-1%	-18%	1%	10%	8	-1%	0.1	-4%
CCN(Cc1ccncc1)S(=O)(=O)c1ccc(C(C)=O)cc1
  -4	2%	-12%	-31%	-1%	-13	-2%	0.7	-3%
COc1ccc(/C(C)=N/OCC(=O)N=Nc2c(O)[nH]c3ccc(Br)cc23)cc1
  -4	0%	1%	4%	nt	-5	6%	0.0	-5%
CC(C)c1ccc(/C=N/NC(=O)C(=O)NCCCN2CCOCC2)cc1
  -7	0%	-14%	11%	1%	nt	-4%	nt	-3%
Cc1ccccc1C(=O)Nc1cccc(N)c1
  13	-1%	1%	0%	-1%	15	6%	-0.7	-2%
Cc1cc2c3c(c1C)C1(C(=O)N3C(C)(C)CC2C)C(C#N)=C(N)Oc2n[nH]c(C)c21 (stereo not drawn)
  5	1%	-15%	-13%	-2%	-1	0%	1.0	-3%
C=CCN1c2ccccc2[C@]23C[C@@H](C(=O)OC)N(C(=O)NC4CCCC4)C2=NC(C(=O)OC)=C(C(=O)OC)[C@H]13
  0	-2%	-4%	-8%	9%	nt	4%	nt	-5%
O=C(NNC(=O)c1cccnc1)Nc1ccc(Cl)c(Cl)c1
  -3	-1%	6%	-8%	4%	14	6%	0.0	-3%
CC12CCC(CC1O)C2C(=O)O (stereo not drawn)
  -12	3%	15%	nt	nt	nt	0%	nt	-5%
COc1cc(/C=C2/C(=O)ON=C2C)cc(Cl)c1O
  6	-19%	?	-4%	28%	nt	?	nt	1%
COc1ccccc1C(=O)N/C(=C/c1ccc(Br)cc1)C(=O)NCCO
  -3	3%	0%	11%	nt	-3	-2%	-0.3	0%
CCOc1ccc(NC(=O)c2c(NC(=O)CN3CCCC3)sc3c2CCC3)cc1
  -16	-1%	2%	8%	2%	0	-9%	-0.5	-4%
C=CCNC(=S)N1CCN(CCN=Cc2c(C)[nH]n(-c3ccc([N+](=O)[O-])cc3)c2=O)CC1
  -4	1%	17%	-26%	8%	4	-2%	0.5	-2%
CC1CCCCN1C(=O)C1CCCCN1S(=O)(=O)c1cccc([N+](=O)[O-])c1 (stereo not drawn)
  -2	4%	-17%	-12%[56.9 µM]	11%	0	4%	-0.3	-5%
CCc1nc2oc3cc(OC)ccc3c(=O)c2c(=O)n1Cc1ccccc1
  -10	1%	-17%	39%	-3%	12	-4%	0.6	-4%
Cc1sc2ncnc(N=Nc3c(O)[nH]c4ccccc34)c2c1C
  1	-6%	1%	0%	-4%	-3	22µM*	0.7	-4%
CCCN1CCC(NC(=S)Nc2ccc(OC)c(OC)c2)CC1
  2	4%	0%	-5%	-3%	0	-9%	0.3	-4%
Cc1ccc(CNC(=O)CN2CCN(Cc3ccc(C)cc3)C2=O)cc1
  -3	6%	3%	-2%	2%	-8	1%	-1.7	-2%

# Already shown: an excerpt of the list.
# Every second line gives: LDHA inh	Vif-A3G inh	ALOX12 inh	RGS4 inh	ERG-DNA inh	D2 antagonist	Vif-A3F inh	D2 ag	Glioma ERSR ind
CCCN1CCC(NC(=S)Nc2ccc(OC)c(OC)c2)CC1
  2	4%	0%	-5%	-3%	0	-9%	0.3	-4%
Cc1ccc(CNC(=O)CN2CCN(Cc3ccc(C)cc3)C2=O)cc1
  -3	6%	3%	-2%	2%	-8	1%	-1.7	-2%

# (list continues)
# Every second line gives: LDHA inh	Vif-A3G inh	ALOX12 inh	RGS4 inh	ERG-DNA inh	D2 antagonist	Vif-A3F inh	D2 ag	Glioma ERSR ind
CCOC(=O)c1c(/N=C/N(C)C)sc(/C=N/Nc2ccccc2)c1-c1ccccc1
  3	-8%	?	-22%[11.4 µM]	6%	-5	-12%	0.0	-4%
Cc1ccc(/C=N/NC(=O)CNC(=O)c2cccs2)cc1
  -3	-62%	9%	-28%	64%[activator]	-2	-9%	0.6	3%
Cn1nc(CC(=O)NC2CCCCCC2)c2ccccc2c1=O
  -3	2%	22%	4%	-4%	0	-1%	0.1	-4%
C=CCN(C(=O)CSc1nc2[nH]ncc2c(=O)n1-c1ccccc1OC)c1ccccc1
  -2	-3%	-10%	11%	-3%	12	-14%	1.3	-2%
CSc1nnc(-c2sccc2OCc2ccc(C)cc2)n1C
  -2	-16%	-5%	-11%	-5%	-5	4%	0.2	-1%
CCOc1ccc(-c2nnn(CC(=O)c3cc(OC)ccc3OC)n2)cc1
  -6	-10%	-15%	3%	-3%	18	0%	1.2	-2%
C[C@H](NC(=O)OC(C)(C)C)C(=O)N/N=C/c1ccc2nccnc2c1
  -3	-3%	0%	-5%	14%	1	15%	1.7	-1%
Cc1cccc(N2CCN(C(=S)c3ccc4c(c3)OCO4)CC2)c1
  -4	?	-24%	?	9%	nt	1%	nt	2%
NC(=O)CC(NC(=O)Cc1ccc(Br)cc1)c1ccc(NCCN2CCCC2)c([N+](=O)[O-])c1 (stereo not drawn)
  -9	0%	13%	-4%	-5%	-19	2%	0.0	-5%
CCOC(=O)N1CCN(C(=O)c2ccc(S(=O)(=O)c3ccc(C)cc3)c(NC(C)=O)c2)CC1
  -2	-11%	11%	5%	-1%	2	-10%	-0.2	-5%
COc1ccc(C(=O)NC(=S)Nc2ccc([N+](=O)[O-])cc2C)cc1OC
  5	-8%	?	-37%	8%	0	-9%	-0.1	-7%
Cc1nn(-c2ccccc2)c(OC(=O)c2cccc(Br)c2)c1S(=O)(=O)c1ccccc1
  0	2%	-25%	-3%	-10%	nt	2%	0.4	-3%
Cc1ccc(C(=O)N2CCN(c3ncccn3)CC2)cc1NC1=NC2CS(=O)(=O)CC2S1 (stereo not drawn)
  -1	1%	9%	2%	5%	13	1%	-0.3	-2%

# Screens as filed in PubChem BioAssay.
